Assay outcomes from PubChem.
TRb SRC2 PPI – TRbeta-SRC2 interaction inhibition. P10828. TRbeta-SRC2 peptide binding, fluorescence polarization; receptor liganded with 1 µM T3. Potency, µM (doses to about 106 µM), for the others: top-dose activity change, negative = inhibition, most hits filed as inhibitors. 0.065% of 280,000 active. AID 1469;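 further: plate controls were bound peptide for no effect and peptide without receptor for full effect; nearly all actives have a fitted effect of over 50% in size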
Target sequence (P10828 whole entry, looked up): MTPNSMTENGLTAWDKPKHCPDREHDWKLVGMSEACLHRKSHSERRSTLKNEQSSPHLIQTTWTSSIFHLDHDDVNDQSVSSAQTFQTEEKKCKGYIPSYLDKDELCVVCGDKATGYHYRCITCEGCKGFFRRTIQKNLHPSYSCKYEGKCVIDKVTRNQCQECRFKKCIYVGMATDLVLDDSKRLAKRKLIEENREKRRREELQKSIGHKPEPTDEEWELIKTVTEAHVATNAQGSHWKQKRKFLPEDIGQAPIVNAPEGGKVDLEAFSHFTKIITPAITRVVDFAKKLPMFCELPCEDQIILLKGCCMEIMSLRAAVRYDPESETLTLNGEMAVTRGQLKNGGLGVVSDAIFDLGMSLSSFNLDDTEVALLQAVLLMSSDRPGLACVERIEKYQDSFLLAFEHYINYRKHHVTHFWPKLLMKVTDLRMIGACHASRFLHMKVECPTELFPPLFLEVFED
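Human TRb ligand-binding domain (0.6 uM) is mixed with 20 nM Texas Red SRC2 peptide and 1 uM T3; after compound addition and 5 hr at ambient temperature, polarization is measured and normalized to unbound and bound controls.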
TR SRC2 fluor cs – alters Texas Red total fluorescence, flagging assay interference. 0.29% of 280,000 active. TRb/SRC2 Texas Red total fluorescence interference. Potency, µM (doses to about 106 µM), for the others: top-dose fluorescence change, negative = quenching; active means well fitted curve in either direction with a large enough effect; inconclusive means small, poorly fitted or top-dose-only effect
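Human TRβ ligand-binding domain (0.6 uM) and Texas Red SRC2 peptide (20 nM) in Tris buffer with 1 uM T3 and 5% DMSO were incubated with pinned compound for 5 hr at ambient temperature. Total fluorescence was computed as S + 2P (555/632 nm).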
GAA glycogen – inhibitors or activators of human alpha-glucosidase glycogen cleavage. 0.38% of 300,000 active. Potency, µM (titrated, usually from 76.4 µM), without a hit: at the highest dose activity change, negative = inhibition, usual class: inhibitors. P10253. recombinant GAA, glycogen substrate, Amplex Red glucose oxidase fluorescence. AID 2100;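 further: 0% = full enzyme reaction and -100% = no-enzyme basal signal; the screen sought inhibitors and activators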
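qHTS, 1536-well; enzyme 4 nM final; cpd up to 77 uM; substrate bovine liver glycogen 30 ug; 50 mM citrate/phosphate pH 5.0, 0.01% Tween-20; 37 C, 40 min; Amplex Red detection 45 min RT; Hill fit → AC50.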
Active calls of the source: *; ? = inconclusive; & = joins results of further samples; [ ] = remark or other dose. Unless noted, the call rests on the fitted dose curve; in most records, active means well fitted curve in the direction sought with a large enough effect; inconclusive means small, poorly fitted or top-dose-only effect, or another doubt; inactive means no such curve, though single readings can be large; an effect the other way counts as inactive or inconclusive. Unless noted, on the % scale 0 is the no-effect control and ±100 the full control effect; potency means the concentration at half of the fitted maximal effect. An excerpt (hit frequency here may not be typical).

| Compound | TRb SRC2 PPI | TR SRC2 fluor cs | GAA glycogen |
| --- | --- | --- | --- |
| CCSc1ncc(Cl)c(C(=O)Nc2cccc(Cl)c2)n1 | -10% | -58% | -8%[76.3 µM] |
| CCOc1ccc(NC(=O)CSc2nnc3scc(-c4ccccc4)n23)cc1 | 0% | -4% | 16%[76.3 µM] |
| Cc1ccc(-n2nnc3c(sc4nc(C)c(C)cc43)c2=O)cc1Cl | 1% | -1% | -3%[76.3 µM] |
| CCc1ccc(C2c3c(-c4cc(C)ccc4O)n[nH]c3C(=O)N2Cc2cccnc2)cc1 (stereo unspecified) | -5% | 2% | 13%[76.3 µM] |
| O=c1c(=O)n(-c2cccc(Cl)c2)ccn1Cc1cccc(F)c1 | -1% | ? | -4%[76.3 µM] |
| CCCCOC(=O)c1ccc(NC(=O)c2sc3nc(C)cc(C)c3c2N)cc1 | 5% | 0% | 12%[76.3 µM] |
| O=C(Nc1ccc2oc(-c3ccccc3)nc2c1)c1ccc2ccccc2c1 | -1% | -2% | -5%[76.3 µM] |
| Oc1ccccc1-c1nc2ccc(Cl)cn2c1Nc1ccc2c(c1)OCCO2 | -1% | 1% | 8%[76.3 µM] |
| CC(C)C(=O)N(Cc1ccccc1)S(=O)(=O)c1ccc2c(c1)oc(=O)n2C | -3% | 1% | -11%&6%[76.3 µM] |
| O=C(Cn1ccn(-c2cccc(Cl)c2)c(=O)c1=O)NCCc1ccccc1 | 3% | -28% | 3%[76.3 µM] |
| CC(=O)Nc1ccc(-c2cc(C(=O)O)c3c(-c4ccccc4)[nH]nc3n2)cc1 | -7% | 7% | -13%[76.3 µM] |
| CCOc1ccc(-n2ccn3c(CC(C)CC(=O)O)nnc3c2=O)cc1 (stereo unspecified) | -7% | 7% | -5%[76.3 µM] |
| C=CCOc1ccc(C2c3c(oc4ccc(C)cc4c3=O)C(=O)N2CCCN2CCOCC2)cc1 (stereo unspecified) | 1% | -13% | 11%[76.3 µM] |
| Cc1ccccc1OCc1nc2ccccc2n1Cc1ccccc1Cl | 10% | -3% | 10%[76.3 µM] |
| CCC(=O)N1c2ccc(S(=O)(=O)NCc3ccc(F)cc3)cc2CC1C (stereo unspecified) | 2% | 1% | -14%[76.3 µM] |
| O=C(CCCn1c(=O)[nH]c2ccsc2c1=O)N1CCN(c2cccc(C(F)(F)F)c2)CC1 | -3% | -1% | 13%[76.3 µM] |
| CCN1CCN(CCCNC(=O)c2ccc3c(c2)sc2nc(-c4ccc(C)cc4)cn23)CC1 | 3% | 1% | 12%[76.3 µM] |
| COc1ccc(S(=O)(=O)N(CC(=O)N2CCc3ccccc3C2)c2ccc(C)cc2)cc1 | -2% | -3% | -17%[76.3 µM] |
| COc1ccc(NC(=O)c2ccco2)cc1NC(=O)c1ccc(OC(C)C)cc1 | -12% | 0.35µM*[quencher] | -5%[76.3 µM] |
| CCOc1cc(CNc2ccc(O)cc2)cc(Br)c1OCc1ccccc1 | 2%[11.2 µM] | 8%[11.2 µM] | ? |
| CCc1ccc(S(=O)(=O)N(C(C)=O)c2ccc3oc4c(c3c2)CCCC4)cc1 | -5% | 0% | 13%[76.3 µM] |
| COc1cc(OC)c(NC(=O)c2cc(S(=O)(=O)N3CCCC3)cn2C)cc1Cl | -9% | ? | 11%[76.3 µM] |
| COc1cc2ccccc2cc1C(=O)Nc1cccc(-c2nc3cc(C)c(C)cc3o2)c1 | -3% | -15% | -2%[76.3 µM] |
| COC(=O)c1ccccc1NC(=O)N(Cc1ccc(C)cc1)Cc1cccn1-c1nnc(N2CCCC2=O)s1 | -2% | 3% | 15%[76.3 µM] |
| O=C(Nc1ccccc1Br)C(Cc1ccccc1)NS(=O)(=O)c1cccc2nsnc12 (stereo unspecified) | -5% | -2% | -8%[76.3 µM] |
| Cc1ccc(C)c(N2CCN(C(c3ccccc3)c3nnc(-c4ccccc4F)o3)CC2)c1 (stereo unspecified) | 6% | -1% | 11%[76.3 µM] |
| CSc1ccc(CCNC(=O)Cn2c(C)c3cnn(-c4ccccc4)c(=O)c3c2C)cc1 | -1% | -4% | 15%[76.3 µM] |
| COc1ccccc1NC(=O)C1=C(C)Nc2nc(SCc3ccccc3Cl)nn2C1c1ccccn1 (stereo unspecified) | 3% | -1% | 16%[76.3 µM] |
| Cc1ccc(S(=O)(=O)N2CC=C(c3c(C)n(CC(=O)N4CCCC4)c4ccccc34)CC2)cc1C | 13% | 13% | -18%[76.3 µM] |
| Cn1cc(S(=O)(=O)c2cccc(Cl)c2)c(=O)c2cc(F)c(N3CCN(c4ccccc4)CC3)cc21 | -30% | 158µM*[quencher] | -1%[76.3 µM] |
| CCCN(CCC)CCNC(=O)c1cc2c(-c3ccccc3F)nn(C)c2s1 | -2% | 0% | 0% |
| Cc1cc(OCC(=O)NCC2(N(C)C)CCCCC2)cc(C)c1Cl | -1% | 4% | 15%[76.3 µM] |
| CCn1c(=O)cc(OCC(=O)N(C)c2cc(Cl)ccc2C)c2ccccc21 | -14% | 0% | -2%[76.3 µM] |
| O=C(Cn1ncc2c3ccccc3n(Cc3cccc(Cl)c3)c2c1=O)NCCC1=CCCCC1 | 1% | -1% | 11%[76.3 µM] |
| CC(C)c1ccc(Nc2cc(C(=O)NCCc3ccccc3)c3ccccc3n2)cc1 | -1% | -1% | 6%[76.3 µM] |
| COc1cccc(-n2c(-c3ccco3)nc3c(cnn3-c3ccccc3C)c2=O)c1 | -7% | 1% | -12%[76.3 µM] |
| COc1ccc(CCNC(=O)c2ccc3c(c2)N(Cc2ccc(F)cc2)CCS3)cc1OC | -1% | -4% | -5%&-19%[76.3 µM] |
| CCCCOc1ccc(S(=O)(=O)N2CCN(c3ccccc3OCC)CC2)cc1 | 8% | 6% | -9%[76.3 µM] |
| CC(=O)Nc1ccc(NC(=O)CCc2c(C)nc3c(c(C)nn3-c3ccc(C)cc3)c2C)cc1 | -2% | -1% | 0%[76.3 µM] |
| Cc1ccc(-c2nnc(SCc3ccccc3C#N)o2)cc1 | 12% | -14% | 6%[76.3 µM] |
| CCC1CCCCN1CCCNC(=O)c1ccc2c(c1)N(Cc1ccccc1)C(=O)c1ccccc1S2(=O)=O (stereo unspecified) | -1% | -6% | -4%[76.3 µM] |
| COc1ccc(NC(=O)c2c(C)oc3ccc(O)c(CN4CCN(C)CC4)c23)cc1Cl | -4% | 3% | 0%[76.3 µM] |
| COC(=O)c1cc2oc3ccccc3c2n1Cc1nc(-c2cccc(Cl)c2)oc1C | 1% | 5% | -3%[76.3 µM] |
| COc1ccc(S(=O)(=O)NC(C)(C)CO)cc1-c1nnc2c3ccccc3c(C)nn12 | -1% | 3% | -3%[76.3 µM] |
| CC(CNC(=O)CCn1c(=O)c2cccn2c2ccc(F)cc21)c1ccccc1 (stereo unspecified) | 3% | -10% | 10%[76.3 µM] |
| COc1ccc(NC(=O)c2nnn(CC(=O)Nc3cc(C)cc(C)c3)c2N)c(OC)c1 | 0% | -6% | 0%[76.3 µM] |
| Cc1c(Cl)cccc1NC(=O)CSc1ncc(S(=O)(=O)c2ccc(C(C)C)cc2)c(=O)[nH]1 | -2% | ? | 0%[76.3 µM] |
| Cc1ccc(N2C(=O)c3n[nH]c(C)c3C2c2ccccc2Cl)cc1 (stereo unspecified) | 2% | -4% | 5%[76.3 µM] |
| COc1ccc(NC(=O)CSc2ncc3c(n2)-c2ccccc2N(Cc2ccc(C)cc2)S3(=O)=O)cc1Cl | -2%[53 µM] | ? | 0%[76.3 µM] |
| CC(=O)N1c2nc(C(C)C)nn2C2(CCCCC2)[C@@H]2CCCC[C@@H]21 | -12% | 7% | -13%[76.3 µM] |
| Cc1ccc(N2CCN(C(=O)c3cn(C)c4ccc(S(=O)(=O)N5CCC(C)CC5)cc4c3=O)CC2C)cc1 (stereo unspecified) | 1% | -2% | -17%[76.3 µM] |
| CCCCN(CC)CCCNC(=O)c1cc2c(=O)[nH]c3ccccc3c2s1 | -1% | 0% | -2% |
| O=C(NCc1ccccc1Cl)c1ccc(CS(=O)(=O)c2ccc(Br)cc2)o1 | -3% | 2% | 45µM* |
| COc1ccc(-c2cc3nccc(-c4cc(Cl)c(C)cc4O)n3n2)cc1 | 4% | -7% | 4%[76.3 µM] |
| CSc1ccccc1NC(=O)C1=CC(c2ccc3c(c2)OCO3)=NS(=O)(=O)N1C | 1% | -1% | 11%[76.3 µM] |
| Cc1ccccc1Oc1nc2c(c(=O)n(C)c(=O)n2C)n1Cc1ccc(Br)cc1 | 1% | -4% | -7%[76.3 µM] |
| O=C(NCCc1ccccc1)c1ccc(Cn2c(SCc3ccccc3)nc3cccnc32)cc1 | -1% | 2% | -13%[76.3 µM] |
| O=C(Cn1nc(Cc2cccnc2)c2ccccc2c1=O)Nc1ccc(F)c(Cl)c1 | -5% | -1% | 0%[76.3 µM] |
| CC(C)OCCCN1C(=O)c2[nH]nc(-c3ccccc3O)c2C1c1ccc(OCc2ccccc2)cc1 (stereo unspecified) | 5% | -4% | -9%[76.3 µM] |
| COc1cc(C2CC(=O)N(CC(=O)Nc3ccccc3F)c3ccccc3S2)cc(OC)c1OC (stereo unspecified) | -1% | 6% | -11%[76.3 µM] |

A section from the list above, for reference:
| Compound | TRb SRC2 PPI | TR SRC2 fluor cs | GAA glycogen |
| --- | --- | --- | --- |
| CC(=O)N1c2nc(C(C)C)nn2C2(CCCCC2)[C@@H]2CCCC[C@@H]21 | -12% | 7% | -13%[76.3 µM] |
| Cc1ccc(N2CCN(C(=O)c3cn(C)c4ccc(S(=O)(=O)N5CCC(C)CC5)cc4c3=O)CC2C)cc1 (stereo unspecified) | 1% | -2% | -17%[76.3 µM] |

More records follow.
| Compound | TRb SRC2 PPI | TR SRC2 fluor cs | GAA glycogen |
| --- | --- | --- | --- |
| Cc1cc(C)c(NC(=O)Cn2c(=O)oc3cc(S(=O)(=O)N4CCCCCC4)ccc32)c(C)c1 | 0% | -2% | 6%[76.3 µM] |
| COc1cccc(CNC(=O)c2ccc3c(c2)sc2nc(-c4cccc(OC)c4)cn23)c1 | -4% | -5% | 13%[76.3 µM] |
| COc1ccc(CCNC(=O)c2cc3c(=O)n4cccc(C)c4nc3n2C)cc1 | -5% | -13% | -1%[76.3 µM] |
| CC1CCC(NC(=O)C2(C)Cc3ccccc3C(=O)N2Cc2ccccc2Cl)CC1 (stereo unspecified) | 0% | -3% | -12%[76.3 µM] |
| Cc1ccccc1CS(=O)(=O)c1ncc(Cl)c(C(=O)Nc2nnc(C(C)C)s2)n1 | 1% | 1% | -3%[76.3 µM] |
| COc1ccc(C(=O)N2CCN(C(=O)COc3ccccc3)CC2)cc1OC | 3% | -1% | 19%[76.3 µM] |
| COC(=O)C1=C(CS(=O)(=O)c2cc(Cl)ccc2OC)NC(=O)NC1c1ccccc1 (stereo unspecified) | -9% | 0% | -14%[76.3 µM] |
| Cc1ccc(-c2nc(N3CCN(c4ccccc4Cl)CC3)c3ccccc3n2)cc1 | 3% | 6% | -6%[76.3 µM] |
| Nc1nonc1-c1nc2ccccc2n1CC(=O)Nc1cccc(Cl)c1Cl | -2% | 1% | -8%[76.3 µM] |
| CCc1c(C)nc2nncn2c1Nc1ccc(C(C)C)cc1 | -10% | 0% | 1%[76.3 µM] |
| COc1cc(Cl)c(C)cc1NC(=O)CCn1c(=O)c2cccn2c2cccnc21 | 6% | 0% | 5%[76.3 µM] |
| COc1ccc(Cc2nc3c4cnn(-c5ccccc5Br)c4ncn3n2)cc1 | -2% | 5% | -5%[76.3 µM] |
| Cc1cccc(N2CCN(C(=O)C3CCN(C(=O)c4cc5sccc5n4C)CC3)CC2)c1C | 1% | -18% | 3%[76.3 µM] |
| COc1cc(NC(=O)N2CCC(CN3CCc4ccccc4C3)CC2)cc(OC)c1 | 4% | ? | 13%[76.3 µM] |
| CCCSc1oc(-c2ccco2)nc1S(=O)(=O)c1ccc(Cl)cc1 | -8% | 0% | -4%[76.3 µM] |
| O=C(NCCCc1nc2ccccc2n1Cc1ccccc1)C1CCCCC1 | 0% | -3% | 11%[76.3 µM] |
| CCCc1cc(=O)[nH]c(Nc2ccc(O)cc2C)n1 | -8% | 8% | 10µM* |
| CC(C)(C)c1ccc(C(=O)N2CCCC(c3nc4c(nnn4Cc4cccc(F)c4)c(=O)[nH]3)C2)cc1 (stereo unspecified) | -1% | 0% | 3%[76.3 µM] |
| Cc1ccc(NC(=O)CCOc2ccccc2)cc1 | -1% | -2% | -1% |
| CC1=C(c2ccc(Cl)cc2)S(=O)(=O)N=C1N1CCN(c2cccc(C)c2C)CC1 | -3% | 0% | -15%[76.3 µM] |
| Cc1nnsc1C(=O)Oc1ccc(C(C)C)cc1 | 0% | -13% | -5%[76.3 µM] |
